# Assay outcomes from PubChem BioAssay.
# TPT1 inh: Candida albicans TPT1 enzyme inhibitors, primary screen, biochemical, fluorescence polarization; recombinant caTPT1, FP RNA substrate dephosphorylation; inhibition, % at 5 µM; actives 0.81% (n = 300,000);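 active means inhibition above the mean of all tested compounds plus 3 SD, set per screening campaign, cut at about 24% in these data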;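 further: plate controls were DMSO alone for no effect and ferristatin control at 100 nM for full effect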
# PREPL inh: PREPL enzyme inhibitors, primary screen, biochemical, fluorescence polarization; actives 0.68% (n = 320,000); inhibition, % at 5.96 µM; recombinant PREPL, fluorescence polarization activity-based probe; Prolyl endopeptidase-like (Homo sapiens), Q4J6C6; in the data active means inhibition above about 43%;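 further: 0% = enzyme with DMSO and 100% = wells lacking enzyme; many of its hits are not listed in these tables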
# PP5 inh: PP5 phosphatase inhibitors, primary screen, biochemical, fluorescence; actives 0.18% (n = 320,000); inhibition, % at 6.7 µM; purified PP5c, OMFP substrate fluorescence;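 active means inhibition above the campaign's mean inhibition across all tested compounds plus 3 SD, cut at about 9.5% in these data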;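 further: 0% = DMSO only and 100% = 100 µM cantharidin control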
# Target sequence (P53041 whole entry, looked up): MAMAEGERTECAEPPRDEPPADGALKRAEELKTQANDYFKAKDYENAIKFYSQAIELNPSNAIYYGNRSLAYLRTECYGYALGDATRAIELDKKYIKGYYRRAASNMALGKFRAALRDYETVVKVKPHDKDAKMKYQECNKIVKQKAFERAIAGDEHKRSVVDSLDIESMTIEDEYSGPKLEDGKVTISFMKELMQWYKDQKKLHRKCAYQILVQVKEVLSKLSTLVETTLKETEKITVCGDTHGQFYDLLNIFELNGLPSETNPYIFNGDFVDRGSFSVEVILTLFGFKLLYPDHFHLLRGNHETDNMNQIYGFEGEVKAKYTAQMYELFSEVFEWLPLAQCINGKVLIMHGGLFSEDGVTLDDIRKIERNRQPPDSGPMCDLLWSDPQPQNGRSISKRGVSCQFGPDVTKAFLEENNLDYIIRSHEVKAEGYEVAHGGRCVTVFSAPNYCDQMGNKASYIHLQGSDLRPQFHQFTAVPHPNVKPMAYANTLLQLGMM
# core dimer inh: inhibitors of HCV core protein dimerization, primary screen, biochemical, TR-FRET, high-throughput. TR-FRET GST/Flag-core106 dimerization, 1536-well. inhibition, % at 5 µM. actives 0.33% (n = 300,000). AID 1899, 2009;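 active means inhibition above the mean of all tested compounds plus 3 SD, set per screening campaign, cut at about 45% in these data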
#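 Material: Tagged HCV core106 pair (GST and Flag) | Amount: GST-core106 13.5 nM, Flag-core106 17 nM | Medium: KF-containing HEPES buffer, pH 7.45, DTT, CHAPS, BSA | Reagent: Eu donor and XL665 acceptor anti-tag antibodies | Schedule: 4 h at 22.5 °C | Technique: Time-resolved FRET, ex 340 nm, em 617 and 671 nm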
# CTSL1 counter: Fasciola hepatica cathepsin L1 inhibitors, primary screen, counter-screen for PFM18AAP inhibitor project, biochemical, QFRET, fluorogenic peptide substrate | recombinant F. hepatica cathepsin L1, Z-Leu-Arg-MCA fluorescence | inhibition, % at 5.96 µM | actives 0.49% (n = 300,000) | AID 1906, 2009;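 active means inhibition above the mean of all tested compounds plus 3 SD, set per screening campaign, cut at about 17% in these data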;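 further: 0% = plate median of test compound wells and 100% = 1 µM Z-Phe-Ala-diazomethylketone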
# ZTA DNA inh: counter-screen for EBNA-1 inhibitors: inhibitors of Epstein-Barr virus ZTA | P03206 | ZTA-DNA binding, fluorescence polarization | inhibition, % at 11 µM | actives 0.15% (n = 320,000); in the data active means inhibition above about 33%
# Target sequence (P03206 whole entry, looked up): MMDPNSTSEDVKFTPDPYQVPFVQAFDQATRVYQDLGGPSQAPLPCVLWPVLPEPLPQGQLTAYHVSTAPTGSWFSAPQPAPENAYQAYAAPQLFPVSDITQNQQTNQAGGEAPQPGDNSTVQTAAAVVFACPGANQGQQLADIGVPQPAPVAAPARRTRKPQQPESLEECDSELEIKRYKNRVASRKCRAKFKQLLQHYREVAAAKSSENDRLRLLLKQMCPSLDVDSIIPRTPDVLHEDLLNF
# PP1 counter: PP1-alpha phosphatase inhibitors, primary screen, counter-screen for PP5 inhibitor project, biochemical, fluorescence, OMFP substrate, single point | Serine/threonine-protein phosphatase PP1-alpha catalytic subunit (Homo sapiens), P62136 | purified PP1alpha | inhibition, % at 6.7 µM | actives 0.9% (n = 320,000) | AID 2235, 2010;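 active means inhibition above the mean inhibition of all tested compounds plus 3 SD, computed separately for each screening campaign, cut at about 15% in these data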
# Target sequence (P62136 whole entry, looked up): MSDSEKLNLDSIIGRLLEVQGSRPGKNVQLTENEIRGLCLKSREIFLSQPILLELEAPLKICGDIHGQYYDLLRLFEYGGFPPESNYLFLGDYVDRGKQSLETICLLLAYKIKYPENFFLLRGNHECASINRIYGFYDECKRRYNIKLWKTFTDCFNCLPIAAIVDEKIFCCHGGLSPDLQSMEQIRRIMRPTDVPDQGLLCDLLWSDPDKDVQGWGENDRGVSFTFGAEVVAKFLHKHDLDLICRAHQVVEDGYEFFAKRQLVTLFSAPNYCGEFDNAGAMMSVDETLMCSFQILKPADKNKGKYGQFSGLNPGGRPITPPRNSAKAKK
# EBNA-1 inh: EBNA-1 DNA-binding inhibitors, primary screen, biochemical, fluorescence polarization; inhibition, % at 14.8 µM; actives 0.34% (n = 300,000); AID 1950, 2009; in the data active means inhibition above about 28%
# Efflux pump inh: inhibitors of Candida efflux pumps in yeast, primary screen, S. cerevisiae, Nile Red, multiplex. S. cerevisiae Candida pump triplex. inhibition, % at 10 µM. actives 0.44% (n = 330,000). AID 485275, 2010;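 active means plate passing quality check with inhibition over a set limit, or well fluorescence over plate mean plus 4 SD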;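 further: Nile Red retained in pooled yeast measured as flow cytometry median fluorescence; 0% = buffer negative control and 100% = Enniatin B positive control; higher means more Nile Red kept so more efflux inhibition; some compounds called inactive have numbers as strong as hits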
# Active calls of the source: *; . = no result given; + = active, no number. The list is partial (hit frequency here may not be typical).
SMILES,TPT1 inh,PREPL inh,PP5 inh,core dimer inh,CTSL1 counter,ZTA DNA inh,PP1 counter,EBNA-1 inh,Efflux pump inh
O=C(Cc1cccc(C(F)(F)F)c1)NCc1cccnc1,-3,2,1.8,-3,0,10,2,-3,-0.1
N=c1c(S(=O)(=O)c2ccc(F)cc2)cc2c(=O)n3ccccc3nc2n1CC1CCCO1 (stereo not given),-5,14,0.6,1,5,-4,-3,-5,0.1
CC1(C)C2CCC(C2)C1C/C=N/NC(N)=S (stereo not given),-1,1,-0.4,2,8,-7,-3,-5,-0.2
Cc1ccc(OCC(=O)Nc2nnc(C3CCCO3)s2)c(Br)c1 (stereo not given),0,-16,2.0,12,-4,7,-3,-3,0.0
Cc1cccc(-n2nc3c(c2NC(=O)c2ccc(Br)o2)CSC3)c1,4,-14,1.7,-28,0,1,12,-6,0.3
CCOC(=O)Cn1cc(-c2ccccc2)nn1,0,-7,0.6,6,0,8,-4,-2,-0.1
CCc1ccc(NC(=S)N(Cc2cccnc2)Cc2ccco2)cc1,-2,18,-1.1,-4,5,-12,0,4,-0.1
CC#CCCCC(=O)Nc1ccc(C(=O)O)cc1,-2,-7,1.8,-1,2,-24,8,-6,-0.1
O=[N+]([O-])C1=CC=C2C(=NC3(CCCCC3)N2O)C1=NCCO,-6,4,-0.5,-23,5,-2,-2,5,-0.1
O=C(NCc1cccs1)Nc1cccc(Cl)c1,-3,-9,-0.5,0,-1,-9,-2,3,0.0
CCCSc1ccc([C@H]2N[C@@](C)(C(=O)OC)[C@H]3C(=O)N(C)C(=O)[C@@H]23)cc1OC,-2,2,1.8,-13,-7,-26,-3,7,-0.1
COC(=O)c1[nH]c(C)c(/C(O)=C2\C(=O)C(=O)N(CCN(C)C)C2c2ccccc2OC)c1C (stereo not given),4,15,0.3,0,6,14,-1,-6,0.1
Cc1cc2ncn(-c3ncnc4sc(C)c(C)c34)c2cc1C,1,3,0.9,5,2,12,-2,2,0.0
CN(C)CCCNC(=S)Nc1ccc(-c2ccccc2)cc1,-2,-17,-1.9,5,4,9,-5,-1,-0.1
O=C(Nc1cnc2sc3c(n2c1=O)CCCC3)c1ccc(F)cc1,-2,4,-2.1,6,3,3,-2,10,-0.1
Cc1[nH]c2ccccc2c1/C=N/Nc1nc(N2CCCCC2)nc(N2CCCCC2)n1,0,7,2.3,-6,0,0,1,1,-0.1
O=C(OCC(=O)N(Cc1ccccc1)Cc1ccccc1)c1ccccc1NCCO,4,4,4.0,4,-2,1,0,5,0.0
O=C(Nc1c2c(nn1-c1ccccc1)CS(=O)(=O)C2)c1cccs1,0,7,-0.2,-7,0,8,-5,-3,0.0
CCN(CC)C(=O)c1cc2c(=O)c3cc(F)ccc3oc2nc1C,4,-3,1.4,4,-2,-10,-3,-14,-0.1
Oc1ccc2ccccc2c1C=Nc1ccccc1Br,0,-12,3.0,-1,-1,3,-3,6,0.0
O=C(c1cn2ccccc2n1)N1CCCC(Nc2ccc(F)c(F)c2)C1 (stereo not given),-1,26,4.5,7,3,7,2,1,0.0
O=c1[nH]c2cccc(F)c2n2cccc12,0,2,-0.1,8,-4,1,1,-3,-0.1
CC1CCCCC1NC(=O)c1ccc(NS(=O)(=O)c2ccc3[nH]c(=O)[nH]c3c2)cc1 (stereo not given),-6,7,0.2,-7,0,-9,-1,1,0.0
Cc1cc(=O)oc2cc(OCc3cc4c(cc3Cl)OCO4)ccc12,-1,-12,0.4,8,2,6,1,12,0.0
CCn1c(C)c(C(C)=O)c(N2CCCC2)nc1=S,0,28,1.9,-5,0,11,-3,5,-0.2

# Later entries:
SMILES,TPT1 inh,PREPL inh,PP5 inh,core dimer inh,CTSL1 counter,ZTA DNA inh,PP1 counter,EBNA-1 inh,Efflux pump inh
CC1Cc2ccccc2N1Cc1cccc([N+](=O)[O-])c1 (stereo not given),0,11,0.5,-3,0,-2,3,10,-0.1
N#C/C(=C\c1cccs1)C(=O)c1ccccc1,4,-16,-2.0,1,-2,12,-3,-2,0.2
COc1ccc(C(=O)/C=C/c2cc(C(=O)O)cc3c2OCOC3)c(O)c1,-1,-11,-2.1,2,-2,2,1,-5,-0.1
O=C(Cn1cc([N+](=O)[O-])cn1)Nc1ccc(Cn2cc(Br)cn2)cc1,0,28,0.2,7,4,-15,-3,-8,0.5
CCN1CCN(c2nnc(-c3ccccc3)c3ccccc23)CC1,-5,7,-2.2,-8,-1,-14,1,-6,0.0
COc1cccc(NC(=O)c2ccccc2NS(C)(=O)=O)c1,0,4,1.3,-4,-5,-21,4,4,0.0
O=C1OC2CC3CC1CC(O)(C3)C2 (stereo not given),2,-4,-1.9,-3,-4,6,-5,1,0.1
CN(C)CCCNC(=O)c1cc(C(=O)C2CCCCC2)c[nH]1,2,-3,-0.1,0,-2,-7,-2,-4,-0.2
CCOC(=O)C1C(=O)NC(c2ccccc2)=NC1c1ccc(Br)cc1 (stereo not given),0,-16,0.1,-1,4,3,0,0,0.2
Nc1ccc(Nc2ccccc2)c(Cl)c1,3,6,0.5,-10,7,-3,2,5,0.0
Cc1ccc(CN2CC(C(=O)Nc3ccc4c(C)cc(=O)oc4c3)CC2=O)cc1 (stereo not given),-3,0,1.2,12,-6,-17,0,2,-0.2
COc1cccc(Nc2ncnc3sc(C)cc23)c1,1,0,1.1,5,4,14,5,-8,1.0
CC1(C)CC(=O)C(C=NC2CCCCC2)=C(O)C1,-8,-8,0.4,6,0,-13,-1,-3,0.0
CN(CC(=O)Nc1cccc(F)c1)C(=O)c1cc([N+](=O)[O-])ccc1N1CCCCC1,0,22,0.5,1,10,-13,0,-9,-0.2
Cc1cccc(CN2CCN(C(=O)CN(C)C(C)C(=O)Nc3ccc(C(N)=O)cc3)CC2)c1 (stereo not given),.,11,2.7,.,.,-14,3,.,0.1
CCC(CC)c1nnc(NC(=O)CN2C(=O)NC3(CCCC3)C2=O)s1,-2,13,1.5,-4,-5,-11,-1,4,-1.1
O=C(NCc1cccnc1)c1c(O)c2cccc3c2n(c1=O)CCC3,1,-5,-0.6,1,-7,12,3,-3,0.1
CCNC(=O)COc1cccc(C(=O)NCc2ccccc2)c1,-1,1,0.8,8,1,4,0,1,1.3
CCOc1ccc(C(C)=O)cc1COc1ccc(C)nc1[N+](=O)[O-],-1,-10,-2.1,11,2,10,-1,2,0.1
O=C(c1cc(-c2ccc(Cl)cc2Cl)on1)N1CCCCCC1,1,3,2.6,-8,3,-5,4,12,-0.1
O=c1oc(/C=C/c2ccco2)nc2sc3c(c12)CCC3,0,7,1.1,-5,2,-2,-2,2,-0.1
O=C(OCC(=O)N1CCCC1=O)c1nc(Cl)c(Cl)c(Cl)c1Cl,1,-3,-4.1,19,-10,-1,-12,-8,0.5
O=C(COc1ccc(S(=O)(=O)N2CCCCC2)cc1)Nc1ccccc1F,1,-2,1.3,0,-4,13,2,2,0.1
Cc1ccc(Oc2nsnc2N2CCOCC2)cc1,3,17,0.4,3,6,-5,-2,-10,0.0
CCC(C)(NC(=O)c1cccc(N2C(=O)CSC2c2ccccc2)c1)C(=O)Nc1ccccc1C (stereo not given),-4,-6,-2.6,1,-2,-4,-2,6,-0.1

# Single records (already shown):
# O=C(NCc1cccnc1)c1c(O)c2cccc3c2n(c1=O)CCC3 reads TPT1 inh: 1; PREPL inh: -5; PP5 inh: -0.6; core dimer inh: 1; CTSL1 counter: -7; ZTA DNA inh: 12; PP1 counter: 3; EBNA-1 inh: -3; Efflux pump inh: 0.1
# COc1cccc(Nc2ncnc3sc(C)cc23)c1 reads TPT1 inh: 1; PREPL inh: 0; PP5 inh: 1.1; core dimer inh: 5; CTSL1 counter: 4; ZTA DNA inh: 14; PP1 counter: 5; EBNA-1 inh: -8; Efflux pump inh: 1.0
# CCN1CCN(c2nnc(-c3ccccc3)c3ccccc23)CC1 reads TPT1 inh: -5; PREPL inh: 7; PP5 inh: -2.2; core dimer inh: -8; CTSL1 counter: -1; ZTA DNA inh: -14; PP1 counter: 1; EBNA-1 inh: -6; Efflux pump inh: 0.0

# Following part
SMILES,TPT1 inh,PREPL inh,PP5 inh,core dimer inh,CTSL1 counter,ZTA DNA inh,PP1 counter,EBNA-1 inh,Efflux pump inh
CC(C)(C)OC(=O)N1Cc2ccccc2C[C@H]1C(=O)NCC(=O)Nc1ccc2c(c1)OCCO2,-5,5,2.4,2,-4,2,-1,8,-0.1
COc1ccc(S(=O)(=O)n2nc(OC(=O)c3ccccc3)cc2N)cc1,-1,-10,0.5,8,-21,0,0,-1,-0.2
O=C(NCc1cccnc1)c1nnc(Cc2ccc(F)cc2)o1,-1,-1,1.7,1,-4,5,-3,-6,0.3
CCNC(=O)O/N=C(\C)c1sc(-c2ccccc2)nc1C,-3,-14,3.2,-1,3,8,0,2,-0.2
COc1ccc(-n2ncc(C(=O)NC3CC3)c2C2CCN(C(=O)OC(C)(C)C)CC2)cc1,0,-14,0.1,-3,-7,3,-1,5,0.1
COc1cc(NC(=O)CCC(=O)OCCCC(F)(F)C(F)(F)F)nc(OC)n1,-7,7,0.8,-3,3,-11,-2,4,-0.3
CCC/C(O)=C1\C(=O)CC(C)(C)CC1=NCCO,1,-6,2.4,-4,2,9,-5,0,0.1
CC(=O)n1c2ccccc2c2nc3ccccc3nc21,2,15,1.9,-5,-1,-1,6,-21,0.2
CCOC(=O)c1ccc(COC(=O)c2cc3ccccc3oc2=O)o1,-1,-8,0.6,4,1,1,-1,-2,0.1
CCOc1ccccc1N1CCN(C(=O)Nc2ccc(F)c(Cl)c2)CC1,-2,-1,1.8,-5,-2,-4,-1,4,-0.1
Cc1ccc(S(=O)(=O)N(C)C)cc1NC(=O)Nc1ccccc1,1,-13,1.4,-1,4,7,-7,5,0.1
COc1ccccc1C(=O)NC(=O)CSc1nc(C)cs1,2,17,1.0,-2,3,-2,-2,-2,0.1
CCS(=O)(=O)N1Cc2ccccc2CC1C(=O)Nc1nc(C)cs1 (stereo not given),-15,3,0.7,8,6,10,4,9,-0.1
Nc1ccc(N(CCO)CCO)cc1,-4,16,6.2,-15,13,+,5,193*,0.2
CCCCCCCNC1=CC(=O)CC(c2ccco2)C1 (stereo not given),2,6,0.6,39,1,7,-3,-7,0.5
CCOC(=O)C1(Cc2cccc(OC)c2)CCCN(Cc2cnn(C)c2)C1 (stereo not given),-2,2,-1.5,1,1,2,2,-2,0.0
COc1ccc(-n2nnnc2SCC(=O)Nc2cccc(C)n2)cc1OC,-2,-16,0.1,0,2,-3,-1,5,-0.1
CCc1cc2c(=O)n3c(nc2s1)-c1[nH]c2ccc(OC)cc2c1CC3,2,7,1.0,6,-2,-5,11,2,-0.2
Cc1ccc(S(=O)(=O)NC(CC(C)C)C(=O)NCC(c2ccco2)N2CCCCC2)cc1 (stereo not given),.,7,-1.2,.,.,11,-6,.,-0.1
CC(C)(C)C1C/C(=C/c2ccco2)C(=O)/C(=C/c2ccco2)C1 (stereo not given),72*,6,2.9,13,3,9,1,15,-0.1
O=Cc1cnc2ccccc2c1-c1ccccc1,1,-8,1.8,9,-3,0,-2,-2,-0.1
O=C(NC1CCCCC1)[C@@H]1CC=C[C@@H]2CCN(C3CCCCC3)C(=O)[C@@H]21,-2,3,1.4,0,-4,-6,-1,-7,0.1
COc1ccc(S(=O)(=O)CCC(=O)NCCc2ccc(Cl)cc2)cc1,-1,-13,1.4,4,-5,-6,-3,-11,-0.3
